# Jurkat NFkB inh = inhibitors of the PMA/ionomycin-induced NF-kB reporter in Jurkat cells; PMA/ionomycin-induced NF-kB luciferase reporter, luminescence; inhibition, % at 4 µM; 330,000 compounds, 0.53% hits; AID 435003; in the data active = inhibition above about 50%
# CHOP UPR activ = apoptotic UPR (CHOP) activation. CHO-CHOP luciferase reporter, luminescence; percent of tunicamycin response over DMSO baseline. activation, % at 10 µM. 330,000 compounds, 0.34% hits. AID 449763;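 active = at 10 µM dose, activation of 40% or more, normalized to positive control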;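 note: 100% = tunicamycin at 10 µg/mL and 0% = DMSO alone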
#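 Test system: CHO CHOP reporter cells. Input: 500 CHO-CHOP cells per well. Medium: F12 with 10% FBS. Technique: luciferase luminescence. Measure: percent activation relative to tunicamycin control. Dosing: 10 µM compound, 0.5% DMSO. Timing: 16-18 h cell attachment, then 6 h compound exposure, 37 °C.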
# Mdm2 MdmX PPI = inhibitors of human Mdm2/MdmX interaction; 330,000 compounds, 3% hits; SaOS-2 split-luciferase Mdm2/MdmX complementation, luminescence; O15151+Q00987; inhibition, % at 8 µM;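 active = inhibition of at least 50% at 8 µM in the primary screen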
# 697 NFkB inh = inhibitors of the PMA/ionomycin-induced NF-kB reporter in 697 B cells; 330,000 compounds, 0.33% hits; 697 B-cell NF-kB luciferase reporter, 16 h; AID 435022; inhibition, % at 4 µM; in the data active = inhibition above about 35%
# UPR XBP1 act = activators of adaptive arm of unfolded protein response (XBP1); CHO-XBP1 luciferase reporter, IRE1-XBP1 UPR activation, luminescence; percent of tunicamycin response, DMSO as zero; activation, % at 20 µM; 330,000 compounds, 0.33% hits;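 active = versus positive control, 20 µM dose yields 30% or more activation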;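 note: 100% = tunicamycin at 10 µg/mL and 0% = DMSO only wells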
#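 Test system: CHO-XBP1 luciferase reporter cells | Buffer or medium: Serum-containing F12 medium, 10% FBS | Schedule: 6 h compound exposure at 37 °C, 5% CO2 | Detection: Steady-Glo luciferase glow luminescence, 10 min after reagent addition | Read-out basis: Activation, % of tunicamycin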
# APJ antagonist = APJ receptor antagonism; CHO-K1 APJ beta-arrestin complementation, luminescence; inhibition, % at 20 µM; 330,000 compounds, 0.32% hits; AID 2521;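 active = inhibition above about 40% at 20 µM, limit read from the data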;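 note: cells challenged with 10 nM apelin-13 agonist together with compound; plate controls were apelin-13 plus DMSO wells for no effect and DMSO wells lacking apelin-13 for full effect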
# Target sequence (P35414 whole entry, looked up): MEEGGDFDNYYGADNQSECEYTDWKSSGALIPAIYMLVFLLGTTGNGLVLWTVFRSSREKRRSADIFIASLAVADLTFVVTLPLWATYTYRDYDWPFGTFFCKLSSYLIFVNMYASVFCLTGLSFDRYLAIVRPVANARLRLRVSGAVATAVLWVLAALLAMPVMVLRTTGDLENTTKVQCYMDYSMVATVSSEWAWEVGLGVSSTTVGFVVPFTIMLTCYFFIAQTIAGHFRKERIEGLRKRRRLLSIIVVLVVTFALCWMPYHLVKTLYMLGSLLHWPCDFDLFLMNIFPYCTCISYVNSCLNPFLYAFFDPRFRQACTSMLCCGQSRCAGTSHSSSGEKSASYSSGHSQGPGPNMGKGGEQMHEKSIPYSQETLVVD
# APJ ag = activates the human apelin receptor APJ; 330,000 compounds, 0.11% hits; activation, % at 20 µM; AID 2520; P35414; CHO-K1 APJ PathHunter beta-arrestin, luminescence; 0% DMSO wells, 100% apelin;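 active = activation more than six SD over the plate average, tested at 20 µM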;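 note: 0% = DMSO alone and 100% = apelin-13 at 10 nM; some results filed as inactive read as strong as hits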
#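 Test system: CHO-K1 APJ beta-arrestin complementation cell line | Compound: Single test compound dose, 20 µM final, 1% DMSO | Incubation: Compound 90 min 25 °C, reagent 1 h | Measured by: beta-gal luminescence | Read-out basis: APJ–arrestin association signal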
# tim23-1 inh = growth inhibitors of tim23-1 mutant yeast | inhibition, % at 20 µM | 330,000 compounds, 1.3% hits | S. cerevisiae tim23-1 growth, BacTiter-Glo luminescence, 24 h | AID 463212;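 active = growth inhibition of the mutant yeast at or above 50%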;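 note: temperature-sensitive mutant grown at 25 °C; plate controls were DMSO-treated mutant yeast for no effect and medium wells lacking yeast for full effect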
# The depositor's hits bear a star. No enrichment for hits. About 5% of those tested had a hit in this group.
1) CCCCCC1CCC(c2ccc(C(N)=O)cc2)CC1 (stereo not given)
2) CCN(CC)c1ccc(/C=N/NC(=O)c2ccc(Br)o2)cc1
3) O=C(NCc1ccccc1)c1cccc(COc2ccc(Cl)cc2)c1
4) CC(N=C1CC(C)(C)CC(=O)/C1=C(/O)CCCN1C(=O)c2ccccc2C1=O)C(=O)O (stereo not given)
5) c1ccc(CSc2ccc3nnc(-c4cccnc4)n3n2)cc1
6) CC(C)(C)OC(=O)NCc1ccc(CNC(=O)c2nc[nH]c2C(=O)NCc2ccccc2)cc1
7) COc1ccc(NC(=O)CC2C(=O)NC3CCCCC3N2C(=O)c2ccc(F)cc2)cc1 (stereo not given)
8) COCCCNC(=O)CN1C(=O)/C(=C/c2ccccc2C)Sc2ccccc21

Compound	1	2	3	4	5	6	7	8
tim23-1 inh	6	43	30	1	0	19	10	14
APJ antagonist	-20	10	7	-32	22	-3	6	12
CHOP UPR activ	-0.1	3.0	1.4	0.0	4.8	-0.5	1.4	-1.9
UPR XBP1 act	0	0	-1	2	2	-2	-3	-1
697 NFkB inh	4	-111	-194	-14	-50	8	10	-17
Jurkat NFkB inh	7	-60	-41	-17	7	0	7	-5
Mdm2 MdmX PPI	10	-68	-16	-12	4	16	2	-36
APJ ag	-4	-1	3	2	2	-5	1	-4

9) CC1(C)CC2CC(C)(CN2C(=O)c2ccc([N+](=O)[O-])cc2)C1 (stereo not given)
10) CCOC(=O)c1c(C)nn(-c2ccc(NC(=O)/C=C/C(=O)O)cc2)c1C
11) O=C(O)CS(=O)(=O)c1ccc(Oc2ccc(S(=O)(=O)CC(=O)O)cc2)cc1
12) COc1ccc(NC(=O)c2ccc(NC(=O)CSc3nccc(=O)[nH]3)cc2)cc1
13) CC(=O)N1N=C(c2ccccc2)CC1c1cccs1 (stereo not given)
14) Cc1ccc(NC(=O)C(=O)NCc2ccc(/C=C(/C#N)C(=O)NCc3cccnc3)o2)cc1C
15) CCN(CC)c1ccc(S(=O)(=O)N2CCCCC2)cc1NC(=O)C1CCC1
16) Nc1cccc2c1nnn2C1OC(CO)C(O)C(O)C1O (stereo not given)

Compound	9	10	11	12	13	14	15	16
tim23-1 inh	38	9	14	-13	14	8	21	-11
APJ antagonist	-26	8	-4	0	-18	6	2	1
CHOP UPR activ	-2.1	2.7	0.6	0.6	-0.3	1.8	-0.5	3.4
UPR XBP1 act	0	-3	1	-1	-1	0	-4	-3
697 NFkB inh	5	33	-11	9	-2	-2	6	6
Jurkat NFkB inh	-15	-3	-8	-3	-12	9	-9	3
Mdm2 MdmX PPI	-34	-13	1	3	21	28	11	19
APJ ag	2	-2	-1	-1	-1	-1	-6	2

17) COc1ccc(-c2cc(C(=O)NCCc3ccccc3)no2)cc1OC
18) Cc1ccc(C(=O)NC(=S)Nc2ccccc2C(F)(F)F)cc1C
19) COc1ccc(COC(=O)C2CCN(S(=O)(=O)c3cccs3)CC2)cc1
20) COc1ccc(OC)c(/C=N/NC(=O)C(=O)N2CCCC2)c1
21) CCOC(=O)c1c(NC(C)=O)sc2c(OC)c(Br)ccc12
22) CC1=C(C(N)=O)C(c2ccccc2F)n2nc(CCCO)nc2N1 (stereo not given)
23) CC(C)c1ccc(-c2csc(NC(=O)c3cccs3)c2C(=O)O)cc1
24) COc1ccc2c(c1)O[C@@H](c1cccc(C(F)(F)F)c1)[C@H](OC(=O)N[C@H]1CCCc3ccccc31)C2=O

Compound	17	18	19	20	21	22	23	24
tim23-1 inh	-11	3	26	2	6	-5	67*	25
APJ antagonist	-4	7	2	13	4	7	-7	-11
CHOP UPR activ	1.4	4.8	1.4	-0.6	-1.0	0.5	3.1	-0.2
UPR XBP1 act	-2	-1	2	-3	1	0	5	6
697 NFkB inh	-3	-27	14	14	7	6	-13	6
Jurkat NFkB inh	1	-23	3	2	0	-12	-7	-10
Mdm2 MdmX PPI	-24	6	13	-18	21	5	3	29
APJ ag	1	-2	-2	1	0	-3	-1	-3

25) COCCOc1ccc(C(F)(F)F)cc1NC(=O)c1ccc(C(F)(F)F)cc1
26) CCN(CC)S(=O)(=O)c1ccc2oc(C(=O)N3CCCCCC3)c(C)c2c1
27) COc1ccc(C(=O)N2CCN(S(=O)(=O)c3ccc(C)cc3C)CC2)cc1OC
28) Cc1nc2sccn2c(=O)c1S(=O)(=O)Nc1ccc(N2CCN(C(=O)C(C)C)CC2)cc1
29) O=[N+]([O-])c1nn(-c2ccc(Cl)cc2)n(O)c1=NCc1ccncc1
30) COCCN(C(=O)C1CCCO1)c1c(N)n(CC(C)C)c(=O)[nH]c1=O (stereo not given)
31) CN1C2=CC=CC=CC2=[N+](C)C12C=CC(=[N+]([O-])[O-])C=C2[N+](=O)[O-] (stereo not given)
32) COc1ccc(-c2csc3ncnc(N4CCN(c5ccccc5)CC4)c23)cc1

Compound	25	26	27	28	29	30	31	32
tim23-1 inh	24	30	13	14	32	12	10	22
APJ antagonist	-1	-3	13	-1	-115	6	-2	11
CHOP UPR activ	0.9	-0.7	2.6	-0.1	-1.1	0.8	5.7	2.9
UPR XBP1 act	-3	2	-1	1	2	0	1	-3
697 NFkB inh	-29	-17	8	-3	-8	18	11	-12
Jurkat NFkB inh	-18	-12	20	-3	-15	4	0	4
Mdm2 MdmX PPI	7	21	-33	3	2	-10	18	37
APJ ag	0	-4	1	-2	14	-1	0	2

33) CC(=O)/C(=N/Nc1ccccc1)N1CCOCC1
34) CN1C(=O)S/C(=C\c2ccc(-n3cncn3)cc2)C1=O
35) CN(CCc1cn[nH]c1)Cc1nc(C(c2ccccc2)c2ccccc2)no1
36) O=C(Nc1ccccc1)c1cccnc1N1CCOCC1
37) O=C(NCc1ccc(Cl)cc1)C1=Cc2cc(Cl)ccc2OC1
38) C=CCNC(=O)C(=O)Nc1ccc2c(c1)N(S(=O)(=O)c1cccs1)CCC2
39) Cc1cccc(C(=O)NCCc2n[nH]c(=S)n2C)c1
40) CCCCCCc1nc2ccccc2c(=O)n1NC(=O)c1c(O)c2c(n(CC(C)C)c1=O)CCCC2

Compound	33	34	35	36	37	38	39	40
tim23-1 inh	-9	13	-4	-2	-5	51*	11	19
APJ antagonist	-14	8	-8	5	11	7	3	10
CHOP UPR activ	-1.6	1.3	1.6	0.2	-0.9	1.0	0.2	8.1
UPR XBP1 act	0	4	-2	4	-1	0	1	-2
697 NFkB inh	11	7	1	8	2	-9	-71	-8
Jurkat NFkB inh	1	4	-2	9	10	36	20	-3
Mdm2 MdmX PPI	13	3	17	3	9	21	-3	46
APJ ag	-3	0	-3	-2	1	-5	5	3

41) COc1ccc(C2SCCN2C(=O)c2ccc([N+](=O)[O-])cc2)cc1 (stereo not given)
42) Cc1nc(N2CCOCC2)nc(N2CCCCC2C)c1[N+](=O)[O-] (stereo not given)
43) COc1cccc(/C=C(/C#N)c2ccc(Cl)cc2)c1OCc1cccc(C(=O)O)c1
44) CC(=O)c1ccc(N2CCN(C(=O)c3ccco3)C(C)C2)c(F)c1 (stereo not given)
45) COCCCNC(=O)C1CCN(S(=O)(=O)N(CC(C)C)CC(C)C)CC1
46) Cn1cccc1/C=C1\SC(=O)N(c2ccc(O)cc2)C1=O
47) Cn1c(=O)n(C)c2cc(/C=N/NC(=O)c3ccc(Cl)cc3Cl)ccc21
48) O=C(CCN1C(=O)/C(=C\c2ccccc2Cl)SC1=S)Nc1cccnc1

Compound	41	42	43	44	45	46	47	48
tim23-1 inh	-7	20	15	30	-5	-1	-345	11
APJ antagonist	-27	-17	-14	2	8	12	-2	-19
CHOP UPR activ	-1.3	2.4	0.3	2.1	-0.1	5.4	-0.1	0.7
UPR XBP1 act	-4	-1	-2	-1	0	2	0	-5
697 NFkB inh	18	16	-7	-26	9	-57	1	17
Jurkat NFkB inh	-2	9	-3	10	4	-45	-13	4
Mdm2 MdmX PPI	13	17	4	-2	28	-29	37	27
APJ ag	-1	-1	-2	-2	-2	-4	0	12

49) CCCN(CCC)C(=S)NC1CC2C=CC1C2 (stereo not given)
50) O=C1SCCc2c1n(Cc1ccccc1)c1ccccc21
51) CC(C)(C)OC(=O)C[C@H]1C/C=C\C[C@H](CC(=O)NCCO)C(=O)N[C@@H](c2ccccc2)COC1=O
52) Cc1ccccc1CN1CCc2cc([N+](=O)[O-])ccc21
53) CC1O[C@@H](OC2C(O)C(C)O[C@H](OC(=O)[C@]34CCC(C)(C)C[C@H]3C3=CCC5[C@@]6(C)CC(O)C(O[C@@H]7OC(CO)C(O)[C@@H](O)[C@@H]7O)[C@@](C)(C(=O)O)C6CC[C@@]5(C)[C@]3(CO)CC4)C2O[C@H]2OC(C)[C@@H](O[C@@H]3OCC(O[C@@H]4OC(CO)C(O)[C@H](O)C4O)[C@@H](O)[C@@H]3O)[C@H](O)C2O)C(O)C(O)C1O (stereo not given in full)
54) CCOC(=O)c1c(C)[nH]c(C(=O)COC(=O)/C=C/c2ccc(OC(F)F)cc2)c1C
55) CCCNC(=O)CCn1c(-c2ccc(C)cc2)cc(C(=O)OCC)c1C
56) O=C(CCc1nnc(CCCCc2ccccc2)o1)NC(c1cccnc1)C(F)(F)F (stereo not given)
57) CCCOC1CCCN(Cc2nc(-c3cnccn3)no2)C1 (stereo not given)

Compound	49	50	51	52	53	54	55	56	57
tim23-1 inh	26	-1	-3	25	12	6	8	6	8
APJ antagonist	1	17	-8	20	-1	11	14	8	-6
CHOP UPR activ	1.5	-0.2	-0.8	-0.1	-0.2	2.6	0.1	-0.4	-1.6
UPR XBP1 act	-1	-1	-2	2	-2	0	-1	-2	-1
697 NFkB inh	-2	2	4	3	10	6	-38	2	8
Jurkat NFkB inh	12	4	-6	16	2	21	-10	5	-1
Mdm2 MdmX PPI	1	39	-11	34	-21	15	-5	22	-18
APJ ag	-5	-3	-1	-3	-1	4	2	-1	-3

# Screening results as filed in PubChem BioAssay.
